Compound activity: PubChem, several laboratories
SIAH1 antagonists – Siah-1 peptide-binding antagonists, primary screen, biochemical, fluorescence polarization, rhodamine-plectin, uHTS (AID 1817); Siah-1 / rhodamine-plectin peptide fluorescence polarization; higher % means a stronger effect; one-dose displacement, % at 20 µM; IC50 in µM for titrated hits; hit rate 0.02% among 290,000;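 active = displacement of at least 50% at 20 µM, with a fluorescence ratio check between 0.3 and a set limit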;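 note: plate controls were Siah plus tracer with DMSO for no effect and tracer alone without Siah for full effect; strong numbers were not always called active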
human PMI inhibition – inhibitors of human PMI, primary screen, biochemical, fluorescence intensity, coupled assay (AID 1209). hit rate 0.42% among 190,000. purified PMI enzyme, coupled fluorescence intensity; higher % means a stronger effect. inhibition, % at 20 µM; hits with a dose series show IC50 in µM;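 note: plate controls were DMSO vehicle for no effect and wells lacking substrate for full effect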
RSV CPE inhibition – RSV antiviral activity via CPE protection, HEp-2 cells, primary 10 µM value included (AID 2391); HEp-2 cells, RSV-induced CPE inhibition; higher % means a stronger effect; CPE inhibition, % at 10 µM, or IC50 in µM where a hit was titrated; hit rate 0.13% among 310,000; in the data active = a potency from the dose series; inconclusive = CPE inhibition mostly from about 23% at the one dose, without a potency; inactive = the rest, 99 in 100 with CPE inhibition below about 21%; note: strong numbers were not always called active
TNAP activation fold – human TNAP enzyme activators, primary screen, biochemical, luminescent, no phosphate acceptor, uHTS (AID 1001); purified TNAP, luminescent activation assay, no phosphate acceptor; higher activation fold means a stronger effect; activation fold at 20 µM, or EC50 in µM where a hit was titrated; hit rate 0.03% among 200,000; in the data active = activation fold from about 3, or a potency from the dose series; inactive = the rest, 99 in 100 with activation fold below about 1.6; note: many of its hits are not listed in these tables
XIAP displacement – XIAP antagonists, biochemical, IAP family, fluorescence polarization (AID 1018); XIAP BIR domain, fluorescence polarization peptide displacement; higher % means a stronger effect; hit rate 0.007% among 200,000; displacement, % at 20 µM; hits with a dose series show IC50 in µM; in the data active = displacement above about 50%; note: a part of the inactive calls stands beside numbers as strong as those of hits
PhoP inhibition – inhibitors of PhoP regulon expression, primary screen, Salmonella Typhimurium, GFP reporter (AID 1863) | one-dose inhibition, % at 50 µM; IC50 in µM for titrated hits | S. Typhimurium PhoP-regulated promoter GFP reporter, 4 h; higher % means a stronger effect | hit rate 0.16% among 300,000;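 active = inhibition over 29.93%, a cutoff 3 SD above the screen mean, later confirmed by dose response; inconclusive = inhibition over 29.93% but no dose response follow-up; inactive = inhibition at most 29.93% or unconfirmed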;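 note: 0% = low Mg2+ inducing control and 100% = high Mg2+ repressing control; strong numbers were not always called active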
WT yeast gro inh – growth inhibition of WT yeast, mitochondrial fusion screen; mitochondrial fusion phenotypic screen, WT strain; inhibition, % at 10 µM; hit rate 2.1% among 190,000; AID 1362; in the data active = inhibition above about 58%; tested in S. cerevisiae
Myeloid diff MLP – compounds promoting myeloid differentiation | calls only at 10 µM | hit rate 1% among 360,000 | AID 624256 | ER-HoxA9 myeloid progenitors, lysozyme-GFP differentiation, flow cytometry;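 active = normalized GFP-positive differentiation at or above the plate's own cutoff, the solvent-only control mean plus 3 SD; inconclusive = no clear call, values can overlap the other calls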;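 note: cells exposed to compound for four days before flow analysis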
PMI inhibition – human PMI inhibitors, high substrate, primary screen, biochemical, fluorescence intensity, high mannose 6-phosphate (AID 1220); recombinant PMI enzyme, coupled fluorescence intensity; higher % means a stronger effect; hit rate 0.66% among 190,000; inhibition, % at 20 µM; hits with a dose series show IC50 in µM
WT yeast gro inh mutant strain – further read-out of WT yeast gro inh, marked with its call; inhibition, %; mitochondrial fusion phenotypic screen, mutant strain inhibition
Myeloid diff MLP GFP+ MAC1+ % – further read-out of Myeloid diff MLP, marked with its call; GFP+ MAC1+ double positive, %; measured here: differentiation confirmed by MAC1 staining
Numbers without * were called inactive; i = inactive; ? = inconclusive; / = no result given; & = joins results of further samples. Cut-off read from the data, not from the text of the source, unless noted: active = inhibition above about 50%; inactive = the rest.

SMILES	SIAH1 antagonists	human PMI inhibition	RSV CPE inhibition	TNAP activation fold	XIAP displacement	PhoP inhibition	WT yeast gro inh	WT yeast gro inh mutant strain	Myeloid diff MLP	Myeloid diff MLP GFP+ MAC1+ %	PMI inhibition
N#CC1=C(N)Oc2n[nH]c(-c3cccs3)c2C1c1cccnc1 (stereo unspecified)	-2%	9%	2.2%	0.8	-25%	-6%	-2	18	i	0.4	15%
CCCCCNC(=O)C1CC(=O)OC12CCCCC2 (stereo unspecified)	-9%	1%	0.2%	1.1	-4.2%	-6%	7	-3	i	0.4	0%
Cc1nonc1C1CCCN1C(=O)c1cc(COc2ccc(F)cc2Cl)on1 (stereo unspecified)	0%	10%	9.1%	1	-4.5%	16%	3	-8	i	0.4	7%
CC(C)(C)n1nnnc1C(c1ccc2ncccc2c1)N1CCC(O)CC1 (stereo unspecified)	1%	2%	4.6%	1.1	13%	-7%	-8	6	i	0.2	2%
O=C1C=C(N2CCN(C3=CC(=O)CCC3)CC2)CCC1	5%	1%	1.4%	1.1	-5.5%	-7%	-11	-9	i	2.3	-2%
CCC(=O)c1ccc(OCC(=O)OCC(=O)NCC2CCCO2)cc1 (stereo unspecified)	5%	/	1.4%	/	/	-1%	/	/	i	1.4	/
Cc1oc2c(CN3CCOCC3)c(O)ccc2c(=O)c1-c1ccccc1	-1%	-7%	-0.6%	1	-5.0%	-12%	-8	3	i	0.6	-11%
CCOC(=O)c1nn(-c2ccc(F)cc2)c(-c2ccccc2)c1C(=O)c1ccccc1	1%	-4%	-1.0%	1	-6.0%	21%	44	7	i	0.9	-8%
C=CCn1c(SCC(=O)c2cc(C)n(C)c2C)nnc1-c1ccncc1	5%	6%	2.2%	1.2	-7.3%	-4%	-14	-22	i	0.3	20%
CCSc1nnc(NC(=O)C2CCCN(S(=O)(=O)c3cnc[nH]3)C2)s1 (stereo unspecified)	-1%	3%	1.8%	1.1	-4.3%	6%	-11	7	i	1.1	0%
O=c1cc(CSc2ccc(Cl)cc2)nc2nc[nH]n12	-4%	8%	0.8%	1.1	-1.7%	-14%	-7	4	i	0.6	7%
COCCOC(=O)/C(=C\c1cc(C(C)(C)C)c(O)c(C(C)(C)C)c1)C(C)=O	11%	/	-0.1%	/	/	-8%	/	/	i	0.4	/
CCOC(=O)c1c(NC(=O)C2C3CCC(O3)C2C(=O)O)sc2c1CCC(CC)C2 (stereo unspecified)	7%	-2%	-1.2%	1.1	-6.0%	5%	-10	0	i	0.6	2%
CC(C)CCN(CC(=O)NC(C)(C)C)C(=O)C(=O)Nc1ccc2c(c1)OCCO2	10%	0%	1.6%	1.1	-3.4%	2%	-12	14	i	0.2	-5%
Cc1nn2c(-c3ccc(S(=O)(=O)N4CCN(CCO)CC4)o3)nnc2c2ccccc12	-2%	/	4.9%	/	/	-8%	/	/	i	1.4	/
CC(c1ccc(F)cc1)n1cc(C(=O)NCc2ccccn2)nn1 (stereo unspecified)	3%	-5%	0.2%	1	-7.1%	4%	12	-13	i	0.4	8%
O=C(c1ccco1)N1CCN(C2CC(=O)N(c3ccc(F)c(Cl)c3)C2=O)CC1 (stereo unspecified)	2%	/	1.4%	/	/	4%	/	/	i	0.4	/
COc1cc(C2C(C(=O)c3ccco3)=C(O)C(=O)N2Cc2ccccc2)ccc1O (stereo unspecified)	0%	/	0.9%	/	/	6%	/	/	i	0.7	/
CS(=O)(=O)N1CCN(CC(=O)NC2CCCC2)CC1	0%	/	0.8%	/	/	-7%	/	/	i	0.0	/
O=C(CC(Cc1ccccc1)C(=O)O)Nc1ccccc1 (stereo unspecified)	-3%	/	3.0%	/	/	-9%	/	/	i	1.3	/
O=C(CSc1nnc(CNC(=O)c2c(F)cccc2F)o1)NCc1ccco1	10%	/	-0.1%	/	/	-8%	/	/	?	/	/
O=C(NC(=S)NC1CCSC1=O)c1ccccc1 (stereo unspecified)	2%	3%	-0.2%	1.1	-1.6%	8%	-13	18	i	0.2	-10%
Cc1c(Cl)cccc1NC(=O)c1ccc(OCC(=O)NCc2ccccc2)cc1	8%	9%	6.0%	1.4	1.1%	-18%	-1	-7	i	0.5	0%
COc1ccc(/C(N)=N/OC(=O)Oc2ccccc2)cc1	-3%	2%	1.2%	1	-6.3%	4%	-19	-14	i	0.8	-4%
CC1CCN(c2ccc([N+](=O)[O-])cc2C(=O)NCC2CCCO2)CC1 (stereo unspecified)	1%	/	0.5%	/	/	-1%	/	/	i	0.9	/
CCOCCCNC(=O)C(c1ccc(C)cc1)N1CCOCC1 (stereo unspecified)	1%	-2%	2.6%	0.8	-6.4%	-6%	-7	3	i	3.3	0%
CC(=O)Nc1ccc(S(=O)(=O)N2CCN(c3ccc([N+](=O)[O-])cc3)CC2)cc1	0%	/	0.4%	/	/	-4%	/	/	i	1.0	/
N#C/C(=C(/O)COC(=O)c1ccccc1O)c1nc2ccccc2s1	-7%	-4%	13%	1	-5.1%	-12%	0	0	i	0.6	-3%
CCC(=O)N1CCc2cc(S(=O)(=O)CCC(=O)NCc3cccc(OC)c3)ccc21	-2%	/	1.8%	/	/	-5%	/	/	i	1.8	/
COc1ccc(Br)cc1S(=O)(=O)NCc1ccccc1	2%	7%	1.8%	0.9	-12%	7%	15	-12	i	0.7	-10%
COc1cc(NC(=O)CSc2nc3[nH]ncc3c(=O)n2-c2ccccc2C)cc(OC)c1OC	12%	4%	3.8%	1.2	-1.9%	-4%	-6	-25	i	0.6	8%
O=c1c(-c2ccc(Br)cc2)[n+]([O-])c2ccccc2n1OCc1ccccc1	5%	/	2.2%	/	/	-10%	/	/	i	0.4	/
CCN(CC)S(=O)(=O)c1ccc(C)c(NC(=O)Cn2c(=O)cnc3ccccc32)c1	-8%	-6%	1.2%	1.3	-3.6%	13%	-15	-2	i	0.8	-6%
CC(NS(=O)(=O)c1ccc(Br)cc1)C(=O)NCCc1ccccc1 (stereo unspecified)	-2%	4%	1.8%	1.2	-8.5%	-4%	-9	3	i	0.5	2%
CN1CCN(CCOCCOc2ccc(Br)cc2Cl)CC1	0%	/	-1.3%	/	/	-4%	/	/	i	0.5	/
CC1(C(=O)O)Sc2[nH]c(=O)sc2C2c3ccccc3OC(=O)C21 (stereo unspecified)	-6%	6%	2.8%	1.1	-1.8%	-7%	0	-13	i	1.5	14%
COc1ccccc1-c1cc(C(=O)NN)[nH]n1	-5%	/	2.7%	/	/	-3%	/	/	i	0.8	/
CCOc1cc(S(=O)(=O)NCc2ccc3c(c2)OCO3)ccc1F	0%	7%	3.8%	1.1	-1.9%	-5%	6	12	i	0.7	5%
Cc1ccc(NC(=O)CNc2cccc(C)c2C)c(C)c1	-2%	11%	0.1%	1	-4.6%	5%	3	-12	i	0.8	14%
COc1ccc(NC2=NC(=S)N(c3ccccc3C)C23CCCCC3)cc1	0%	6%	5.9%	1.1	-4.1%	-2%	38	24	i	0.6	10%
COC(=O)CSc1nnc(CNC(=O)c2ccc(S(=O)(=O)N3CCOCC3)cc2)n1C	2%	-21%	0.2%	1	-3.9%	-7%	6	7	i	0.6	-7%
C/C(=N/NS(=O)(=O)c1ccc(Cl)cc1)c1cccc(NC(=O)c2ccncc2)c1	-7%	/	3.0%	/	/	-1%	/	/	i	3.4	/
CNC(=O)COc1ccc(S(=O)(=O)Nc2ccccc2)cc1	15%	6%	0.3%	1.1	-3.5%	-6%	6	4	i	0.3	1%
COc1ccccc1NC(=O)Cc1cccc2ccccc12	-1%	/	3.0%	/	/	5%	/	/	i	0.4	/
CCOc1ccc(C(=O)NC(=S)Nc2ccccc2N2CCC(C)CC2)cc1[N+](=O)[O-]	1%	12%	/	1.1	-1.7%	-1%	15	28	/	/	7%
Cn1c(=O)c2nc(-c3ccccc3)oc2c2ccccc21	4%	5%	8.0%	1.1	-0.3%	0%	12	-10	i	1.7	-1%
O=C(O)c1cccc(N2CCCC2=O)c1	0%	-8%	3.6%	1.1	-5.3%	-11%	-24	-17	i	2.1	14%
COC1=C/C(=C/c2c(N)n3nc(CC(=O)N4CCOCC4)sc3nc2=O)C=CC1=O	-7%	/	-2.4%	/	/	-4%	/	/	i	0.0	/
COc1cccc(C(=O)Nc2cccc(NC(C)=O)c2)c1	0%	6%	0.9%	1.1	0.4%	5%	2	4	i	5.7	22%
O=C(/C=C/c1cccs1)Nc1ccc(S(=O)(=O)Nc2ncccn2)cc1	-5%	/	-1.7%	/	/	1%	/	/	i	0.6	/
The list goes on.
SMILES	SIAH1 antagonists	human PMI inhibition	RSV CPE inhibition	TNAP activation fold	XIAP displacement	PhoP inhibition	WT yeast gro inh	WT yeast gro inh mutant strain	Myeloid diff MLP	Myeloid diff MLP GFP+ MAC1+ %	PMI inhibition
CCN1C(=O)NC(c2cc(Br)ccc2OC)C(C(=O)OC)=C1C (stereo unspecified)	-4%	-11%	2.8%	1.1	-6.1%	-6%	-9	-2	i	0.2	-5%
COc1ccc2c(c1OC)C(=O)OC2C1c2c(cc3c(c2OC)OCO3)CCN1C (stereo unspecified)	2%&13%	-12%&3%	-2.4%&0.6%&-0.4%	1.1&1.1	-4.6%&-4.0%	7%&-1%&-8%	-5&8	-14&15	i	4.1&2.9&0.9	-6%&7%
CCOc1ccc(N2C(=O)C3CC(C)=C(C)CC3C2=O)c([N+](=O)[O-])c1 (stereo unspecified)	5%	2%	2.3%	1	-3.7%	3%	0	-8	i	5.8	34%
CCOC(=O)N1CCN(C(=O)CSCc2ccccc2)CC1	7%	1%	2.0%	1.3	-3.8%	-1%	-15	0	i	0.4	-9%
